From PubChem
Pf Dd2 growth: inhibitors of Plasmodium falciparum Dd2 growth; P. falciparum Dd2 growth, SYBR Green, 72 h; Potency, µM (titrated, usually from 28.9 µM), for the others: top-dose activity, negative = inhibition, most hits filed as inhibitors; hit rate 4.3% among 120,000; AID 1347417; active means well fitted inhibition curve with a large enough effect; inconclusive means small, poorly fitted or top-dose-only effect; inactive means no such curve, though single readings can be large or run the other way;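 further: plate controls were DMSO vehicle for no effect and reference drug for full effect; nearly all actives have a fitted effect of over 65% in size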
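Readout: SYBR Green fluorescence, 485 nm excitation, 535 nm emission, after ~16 h lysis at 37C. Before that, Dd2-infected red cells (2.5% hematocrit) grew 72 h with compound, 29 uM top final concentration.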
Active calls of the source: *; i = inactive; ? = inconclusive; [ ] = another dose, or the depositor's remark. Potency means the concentration at half of the fitted maximal effect. This is a subset (hit frequency here may not be typical).

SMILES	Pf Dd2 growth
COc1ccc(Br)cc1S(=O)(=O)Nc1cc(-c2cn3ccccc3n2)ccc1C	i
Cc1noc(C)c1[S+](=O)([O-])N1CCC2OCCN(Cc3ccccc3)C(=O)C2C1 (stereo not drawn)	i
O=C1N(c2ccccc2)c2ccccc2C12CCN(Cc1cccc3ccccc13)C2 (stereo not drawn)	?
CC(C)n1cnnc1CC1CCN(C(=O)Nc2ccc3c(c2)OCCO3)CC1	?
Cc1cccc(C(=O)NCc2nnc3cc(-c4nc(C)no4)ccn23)c1	i
CCC(C)NC(=O)C1CC(c2ccc(F)c(C)c2)CN(C(=O)c2ccccc2)C1 (stereo not drawn)	-24%
CN(C)CCNC(=O)c1ccc(Cn2c(=O)c3cccn3c3cccnc32)cc1	?
CCc1nc2c(c(-c3ccc(Cl)cc3)n1)CN(C(=O)CCl)CC2	?
Cc1cnn(CCC(=O)N[C@@H]2CN(Cc3ccccc3)C[C@H]2CN(C)C)c1	-1%
COc1ccc(-c2noc(CC3CCN(C(=O)Cc4ccccc4)CC3)n2)cc1	-12%
COc1cc(OC)cc(-c2cc3nc(C)c(CCC(=O)Nc4ccc(C(C)=O)cc4)c(C)n3n2)c1	i
COC1CCOC2(CCN(C(=O)Cc3c(C)noc3C)CC2)C1 (stereo not drawn)	18%
COc1ccc(CNC(=O)c2ccc3c(c2)N(C)C2CCCN2C3=O)c(OC)c1 (stereo not drawn)	?
O=C(NC1CCCC1)c1ccc(OC2CCN(CCCC(F)(F)F)CC2)c(Cl)c1	1.4µM*
O=C(CCC1N=C2c3ccccc3N=C(SCC(=O)Nc3ccccc3F)N2C1=O)NCc1ccccc1 (stereo not drawn)	?
Cn1nccc1C(=O)N1CCOc2ccc(CN3CCc4ccccc4C3)cc2C1	-7%
CCOC(=O)c1c(NC(=O)CSc2nc(-c3ccccc3)cc(C(F)(F)F)n2)sc(C)c1C	i
CCc1ccc(NC(=O)CSc2nc3ncccc3[nH]2)cc1	-6%
COc1ccc(NC(=O)CSc2nnc(N)s2)cc1	28%[0.594 µM]
Cc1noc(C)c1[S+](=O)([O-])N1CCc2nc(C3CC3)nc(-c3ccc(Cl)cc3)c2CC1	-16%
Cc1cc(C)c2c(C(=O)N(C)Cc3nc(C)no3)cc(C)nc2c1	-15%
CCOc1ccc(CN2CCc3nc(N4CCN(C)CC4)[nH]c(=O)c3CC2)cc1	i[5.79 µM]
COCCCNC(=O)CSC1=Nc2ccccc2C2=NC(CCC(=O)NCc3ccccc3OC)C(=O)N12 (stereo not drawn)	i
Fc1ccc(-c2noc(-c3nc(-c4ccncc4)no3)n2)cc1F	i

12 structures out of the list, arranged by SMILES length, high to low:
SMILES	Pf Dd2 growth
Cc1noc(C)c1[S+](=O)([O-])N1CCc2nc(C3CC3)nc(-c3ccc(Cl)cc3)c2CC1	-16%
COCCCNC(=O)CSC1=Nc2ccccc2C2=NC(CCC(=O)NCc3ccccc3OC)C(=O)N12 (stereo not drawn)	i
CCOC(=O)c1c(NC(=O)CSc2nc(-c3ccccc3)cc(C(F)(F)F)n2)sc(C)c1C	i
Cc1cnn(CCC(=O)N[C@@H]2CN(Cc3ccccc3)C[C@H]2CN(C)C)c1	-1%
CCOc1ccc(CN2CCc3nc(N4CCN(C)CC4)[nH]c(=O)c3CC2)cc1	i[5.79 µM]
COc1ccc(-c2noc(CC3CCN(C(=O)Cc4ccccc4)CC3)n2)cc1	-12%
Cn1nccc1C(=O)N1CCOc2ccc(CN3CCc4ccccc4C3)cc2C1	-7%
CCc1nc2c(c(-c3ccc(Cl)cc3)n1)CN(C(=O)CCl)CC2	?
Fc1ccc(-c2noc(-c3nc(-c4ccncc4)no3)n2)cc1F	i
COC1CCOC2(CCN(C(=O)Cc3c(C)noc3C)CC2)C1 (stereo not drawn)	18%
CCc1ccc(NC(=O)CSc2nc3ncccc3[nH]2)cc1	-6%
COc1ccc(NC(=O)CSc2nnc(N)s2)cc1	28%[0.594 µM]

Going on with the list.
SMILES	Pf Dd2 growth
Cc1nn(-c2ccccc2)c2c1cc1c(=O)[nH]c(=O)nc-1n2-c1cccc(Cl)c1	-7%
OCC1CN(Cc2cc(Br)ccc2F)CC12CCNCC2 (stereo not drawn)	i
CCCCN(CC)C(=O)c1c[nH]c2ccc(S(=O)(=O)Nc3cccc(OC)c3)cc2c1=O	-6%
COc1cc(NC(=O)c2cc3c(=O)[nH]c(C)cn3n2)cc(OC)c1OC	i
Cc1noc2c(NCc3cccnc3)cc(-c3cccc(C(F)(F)F)c3)nc12	?
CCOc1ccc(Nc2c(S(=O)(=O)c3ccc(C)cc3)cnc3ccccc23)cc1	-14%
Cc1c(C(=O)N2CCCC2)oc2c1-c1nn(CC(=O)NCCCOC(C)C)cc1CC2	-3%
Cc1ccc(NC(=O)Cn2cccc2-c2nc(-c3ccc4c(c3)OCO4)no2)c(Cl)c1	-11%
O=C(CSCC1CC1)N1CCC2(CCC(=O)N(CCCn3ccnc3)C2)CC1	7%
O=C1CCN(C(=O)[C@@H](Cc2ccccc2)NC(=O)NCCc2ccccc2)CCOCCN1	i
O=C(O)C[C@@H]1CCN(C(=O)C2CC2)C[C@@H]1CCN1CCN(c2ccccn2)CC1	i
Cc1cc(C)cc(C(=O)N2[C@@H]3CC[C@H]2CC(NC(=O)c2cnc(C)cn2)C3)c1 (stereo partly drawn)	?
COc1ccc(N(CC(=O)NCc2ccc(F)cc2)S(=O)(=O)c2c(C)noc2C)cc1	-10%
CCCNC(=O)N1CCC(c2noc(COc3ccc(F)cc3)n2)C1 (stereo not drawn)	-29%
O=C(CN1CCCc2nc(C3CC3)ncc2C1=O)NC1CC1	38%
O=C(Cn1nc2n(c1=O)CCCCC2)Nc1ccc(Cl)cc1	?
C=CCn1cc2c3c(cccc31)[C@H](CC(C)C)N[C@H](C(=O)N1CCN(CCOC)CC1)C2	?
COc1cc(NC(=O)c2cnc(-c3ccc(C)cc3)nc2-c2ccncc2)cc(OC)c1	-14%
CCS(=O)(=O)N1CCC(c2noc(COCC3CC3)n2)CC1	-3%
COc1ccccc1NC(=O)C1CC(=O)N(c2n[nH]c3cccc(F)c23)C1 (stereo not drawn)	-10%
COc1cccc(C(=O)Nc2ccccc2C(=O)OCc2cc(=O)n3nc(C)sc3n2)c1	65%[activator]
COc1cccc(NC(=O)NC[C@H]2O[C@H](Cc3cc(COc4ccccc4)on3)CC[C@@H]2O)c1	i
Cc1cccc(C(=O)N2CCCCCC2c2nnc(-c3ccccc3)o2)c1 (stereo not drawn)	i
Cn1cccc1-c1cc2n(n1)CCC(=O)N2CCCC(=O)NCc1cccc(Cl)c1	29%
CCC(CC)NC(=O)C1CCCN(Cc2ccncc2)CCC(=O)NCC1 (stereo not drawn)	-23%
CC(C)N1C[C@H](O)C[C@H]1c1nnc2n1CCN(C(=O)c1ccoc1)C2	-11%
CCOC(=O)c1c(NC(=O)COc2cccc(C(F)(F)F)c2)sc2c1CCC(C)C2 (stereo not drawn)	77%[activator]
Cc1nnnn1-c1cccc(-c2nc(C3CCOC3)no2)c1 (stereo not drawn)	17%
COC(=O)c1ccc(NC(=O)CSc2nccn2Cc2ccc(Cl)cc2)cc1	4%
COc1ccc(-c2cc(N3CCCC(NC(=O)COc4ccccc4)C3)n[nH]2)cc1 (stereo not drawn)	-14%
COc1ccc(NC(=O)C2CCN(C3=NS(=O)(=O)C(c4ccc(C)c(C)c4)=C3C)CC2)cc1OC	31%[activator]
Cc1ccc2nc(COc3ccccc3NC(=O)c3ccc(F)cc3)cc(=O)n2c1	16%
CCc1noc(-c2cn(C3CCN(C(=O)c4cccc(OC(F)(F)F)c4)C3)nn2)n1 (stereo not drawn)	i
CCCCOc1ccc(C(=O)N2CCC(c3nc4ccccc4o3)CC2)cc1	22%
CCc1cccc(C)c1NC(=O)CCCn1c(C)c2cnn(-c3ccccc3)c(=O)c2c1C	?
COCCN1CC(CO)C2(CCN(C(=O)Cc3c(C)noc3C)CC2)C1 (stereo not drawn)	36%[activator]
O=C(Cn1c(=O)n(-c2cccc(Cl)c2)c(=O)c2sc3ccccc3c21)NC1CCCCC1	27%
O=C(NC1CCCCC1)N1CCC(Cc2nncn2CC2CC2)CC1	11%
Cc1ccc(NC(=O)c2sc3ccccc3c2Cl)cc1	5%
Cc1cn2nc(C(=O)NCc3ccc(F)cc3)cc2c(N2CCSCC2)n1	i
CN(C)S(=O)(=O)N1CCCC(c2nc(-c3ccccc3)no2)CCNC(=O)CC1 (stereo not drawn)	i
CCN(CC)C(=O)C(NC(=O)CC(C)C)C1CCN(C(=O)CCc2ccccc2)CC1 (stereo not drawn)	-2%
c1coc(-c2nnc([C@H]3CCN(Cc4cc5ccccc5o4)C3)o2)c1	-16%[44.1 µM]
O=C(Cc1ccsc1)Nc1ccc2c(N3CCCC3)ncnc2c1	5µM*
O=C(c1cnn(-c2ccc(F)cc2)c1-n1cccc1)N1CCN(c2ccccc2)CC1	54%[activator]
COc1ccc(-c2[nH]nc3ncc(-c4ccccc4OC)nc23)c(C)c1	?
Nc1c(C(=O)Nc2ccc(Cl)cc2F)sc2nc(-c3cccs3)ccc12	0%
Cc1ccc2oc(-c3cccc(NC(=O)c4sc5c([N+](=O)[O-])cccc5c4Cl)c3)nc2c1	22%
Cc1ccc(S(=O)(=O)N2C[C@@H](F)C[C@H]2C(=O)N2CCCCC2)cc1Cl	49%
Cc1ccc(-c2nnc(Nc3ccccc3)c3ccccc23)cc1S(=O)(=O)NCc1nc2ccccc2[nH]1	?
CS(=O)(=O)N1C[C@@H]2OCC(=O)N(Cc3ccncc3)[C@@H]2C1	32%[activator][44.1 µM]
CC(C)(C)OC(=O)N1CCC(c2c(C(=O)NCCN3CCc4ccccc4C3)cnn2-c2ccc(F)cc2F)CC1	?
Cc1cccc(NC(=O)CSc2nc3ccc(NC(=O)COc4ccc(Cl)cc4)cc3s2)c1	?
Cc1ccc(CNC(=O)Cn2ccn(-c3cc(C)cc(C)c3)c(=O)c2=O)cc1	73%[activator]
COc1cccc(CNC(=O)c2ccc(NC(=O)N3CCCCc4ccccc43)cc2)c1OC	25%
COCc1nc(CCNS(=O)(=O)c2ccccc2C)no1	17%
CN(C)c1ccc(C(=O)N2CC[C@@H](CC(=O)O)[C@@H](CCN3CCN(c4ccccc4)CC3)C2)cc1	-16%
CC(=O)N1CC2(CCCN(CC3CC3)C2)Cc2ccccc21 (stereo not drawn)	?
CN(C)C(=O)c1cccc2c1CCN2C(=O)C1CC1	10%
Cn1nc2n(c1=O)CCN(S(C)(=O)=O)CC2	72%[activator]

Random excerpt: three compounds from above.
SMILES	Pf Dd2 growth
Cn1nc2n(c1=O)CCN(S(C)(=O)=O)CC2	72%[activator]
CC(C)(C)OC(=O)N1CCC(c2c(C(=O)NCCN3CCc4ccccc4C3)cnn2-c2ccc(F)cc2F)CC1	?
Cc1ccc(CNC(=O)Cn2ccn(-c3cc(C)cc(C)c3)c(=O)c2=O)cc1	73%[activator]

Next entries follow:
SMILES	Pf Dd2 growth
Cc1cccc(C2=Nc3ccccc3N=C(c3cc(Cl)ccc3O)C2)c1	20%
Cc1cc(Nc2ccc(Br)c(C)c2)n2nc(-c3ccco3)nc2n1	?
CC(C)c1ccc(S(=O)(=O)Nc2cc3c(cc2NCc2ccccc2)n(C)c(=O)n3C)cc1	i
CCc1ccc(NC(=O)Cn2cnc3sc(C)c(S(=O)(=O)N4CCC(C)CC4)c3c2=O)cc1	28%
Cn1cc(CN2C[C@H](C(=O)Nc3cccnc3)C[C@@H]2c2cccc(C(F)(F)F)c2)cn1	i
COc1ccccc1C1C(C(=O)N2CCCCC2)=C(C)Nc2nc3ccccc3n21 (stereo not drawn)	?
CC(=O)N1CCc2nn(CC(=O)Nc3ccc(Cl)cc3F)c(=O)cc2C1	6%
Cc1cc(Br)ccc1NC(=O)c1coc(=O)c2ccccc12	16%
COc1cccc(CC(=O)N2CCCC(c3nc(-c4cccnc4)no3)CCNC(=O)CC2)c1 (stereo not drawn)	i
O=C(c1cccs1)N1CCc2n[nH]c(=O)n2CC1	9%
CCn1ccc(C(=O)N2CCC(c3noc(-c4ccccc4)n3)C2)n1 (stereo not drawn)	16%[5.79 µM]
COc1cccc(CNC(=O)CN2C(=O)NC(c3ccccc3Cl)C3=C2COC3=O)c1OC (stereo not drawn)	?
COc1cccc(-n2ccnc2SCC(=O)Nc2c(C)cc(C)cc2C)c1	56%[activator]
COc1ccc([C@H](C)NC(=O)c2c(C)noc2-c2cc(OC)c(OC)c(OC)c2)cc1	-3%
CC(C)(Oc1nn(Cc2cccc(Cl)c2)c2ccccc12)C(=O)NCc1ccncc1	-6%[44.1 µM]
N#Cc1cccc(CN2CCCC(c3nc(-c4cccnc4)no3)CCNC(=O)CC2)c1 (stereo not drawn)	5µM*
COc1cc(NC(=O)N2CCC(OC3CCN(S(C)(=O)=O)CC3)CC2)cc(OC)c1	0%
Cc1noc(C)c1-c1cc2cc(CO)oc2c(Nc2cccnc2)n1	?
CCc1ccc(NC(=O)Cn2ncc3c4ccccc4n(C)c3c2=O)cc1	9%
COc1ccc(-c2cn3cccnc3n2)cc1NC(=O)Nc1cc(C)ccc1C	11µM*
CCOc1ccc(-c2n[nH]c3c2C(c2cccs2)N(c2ccc(Br)cc2)C3=O)cc1 (stereo not drawn)	3.5µM*
O=C1CCCN1CCCN1C(=O)[C@@H]2C[C@@H](O)CN2C2(CN(C3CCC(F)(F)CC3)C2)C1=O	9%
COc1ccc(CCNC(=O)c2cc(-c3ccc(C)c(C)c3)nc3ccccc23)cc1OC	?
COCCNc1ccc2nnc(-c3cc(C#N)ccn3)n2n1	25%[44.1 µM]
COc1cccc(CNC(=O)[C@@H]2C[C@@H](O)CN2C2CCN(C(=O)COc3ccccc3)CC2)c1	i
COCCNC(=O)[C@@H]1CCC[C@@H](NC(=O)C2CC2)CN(C)C(=O)C1	23%[44.1 µM]
Cc1cccc(NC(c2ccccc2C)c2ccc3ccc(C)nc3c2O)n1 (stereo not drawn)	5µM*
CCn1c2c(c(=O)n1-c1ccccc1)CCN(Cc1cccnc1OC)C2	i
Clc1cccc(CSc2nncn3c2cc2sccc23)c1	?
Cc1ccccc1-c1nccc2c(=O)cc(C3=CCOCC3)oc12	10µM*
